# hERG WT inh: blocks the wildtype human KCNH2 potassium channel; Q12809; U2OS, BacMam KCNH2, thallium flux FluxOr; stronger effect = lower value; activity change, % at 1.84 µM; 340,000 tested, 0.37% active; AID 720551;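 active = maximum activity change below -70%; inconclusive = maximum activity change between -70% and -50%; inactive = maximum activity change above -50%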; also: % is scaled to controls: 0 for no effect and ±100 for the full control effect
# Target sequence (Q12809 whole entry, looked up): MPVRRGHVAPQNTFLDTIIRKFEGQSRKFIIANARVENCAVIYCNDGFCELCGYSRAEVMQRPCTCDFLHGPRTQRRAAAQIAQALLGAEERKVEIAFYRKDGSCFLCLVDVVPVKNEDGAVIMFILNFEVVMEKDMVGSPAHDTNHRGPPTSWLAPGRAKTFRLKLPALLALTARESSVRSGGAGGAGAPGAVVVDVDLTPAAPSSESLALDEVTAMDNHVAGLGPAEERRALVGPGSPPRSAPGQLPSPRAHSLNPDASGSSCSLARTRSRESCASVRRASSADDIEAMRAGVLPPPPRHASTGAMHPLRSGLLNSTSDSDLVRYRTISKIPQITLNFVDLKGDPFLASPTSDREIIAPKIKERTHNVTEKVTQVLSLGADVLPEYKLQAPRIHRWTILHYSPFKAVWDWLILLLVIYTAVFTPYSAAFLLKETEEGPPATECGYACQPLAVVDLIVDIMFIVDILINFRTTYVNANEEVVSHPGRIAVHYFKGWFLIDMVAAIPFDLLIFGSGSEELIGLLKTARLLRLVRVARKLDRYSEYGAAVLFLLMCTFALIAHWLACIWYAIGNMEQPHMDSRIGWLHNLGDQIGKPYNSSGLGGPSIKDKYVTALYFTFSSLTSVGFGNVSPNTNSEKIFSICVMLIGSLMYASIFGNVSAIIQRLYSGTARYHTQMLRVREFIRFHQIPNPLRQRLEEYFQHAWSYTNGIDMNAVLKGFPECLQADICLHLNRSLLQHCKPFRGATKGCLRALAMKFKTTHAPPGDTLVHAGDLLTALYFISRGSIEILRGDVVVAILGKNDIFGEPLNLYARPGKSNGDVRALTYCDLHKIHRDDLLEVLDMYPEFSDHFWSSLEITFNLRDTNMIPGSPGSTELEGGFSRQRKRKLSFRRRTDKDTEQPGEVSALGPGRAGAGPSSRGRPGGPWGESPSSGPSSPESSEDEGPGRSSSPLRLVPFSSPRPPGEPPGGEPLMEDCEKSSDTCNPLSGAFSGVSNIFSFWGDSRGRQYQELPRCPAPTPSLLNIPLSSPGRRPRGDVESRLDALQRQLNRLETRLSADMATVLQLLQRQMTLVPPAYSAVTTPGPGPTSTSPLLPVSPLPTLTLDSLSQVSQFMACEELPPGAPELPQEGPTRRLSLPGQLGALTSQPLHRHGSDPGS
#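 U2OS cells transduced with wild-type KCNH2 virus are loaded with FluxOr dye for 45 min, and thallium flux is measured in kinetic reads before and after stimulation buffer. Rate constants are normalized to DMSO controls.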
# TCR act: activators of T cell receptors | primary human leukocytes, anti-CD3, IL-2 HTRF, 48 h | Potency, µM (titrated, usually from 9.22 µM), for inactives: at the top dose activation of IL-2 secretion, actives largely listed as activators | 330,000 tested, under 10 active | AID 504894; also: % of control where 0% means no effect
#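 Primary human leukocytes were stimulated with a-CD3 beads plus compounds for 48 hr without co-stimulation; secreted IL-2 was quantified by HTRF using a-IL-2-K (europium cryptate) and a-IL-2-d2, excited at 320nm with acceptor emission read at 665nm.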
# KCNH2 3.1 inh: KCNH2 3.1 (human) potassium channel inhibition; U2OS KCNH2 3.1, thallium flux FluxOr; stronger effect = lower value; activity change, % (tested at about 1.8 µM); 340,000 tested, 0.95% active; AID 720553;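 active = maximum activity change below -70%; inconclusive = maximum activity change from -70% to -50%; inactive = maximum activity change above -50%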;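 also: thallium influx rate constant from kinetic fluorescence after stimulation buffer; % is scaled to controls: 0 for no effect and ±100 for the full control effect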
#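 Thallium flux read-out: FluxOr dye with Red40 quencher in HBSS/HEPES, 45 min at RT. Rate constants from kinetic reads were normalized to positive and negative DMSO controls. Cells: U2OS virally expressing the 3.1 isoform.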
# USP2a inh: blocks human ubiquitin-specific protease USP2a. O75604. USP2 core, Ub-CHOP2 coupled fluorogenic reporter, 485/531. Potency, µM (highest dose often 38.3 µM), for inactives: top-dose activity change, negative = inhibition, hits mostly inhibitors. 330,000 tested, 0.01% active. AID 463254;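 also: potency is read from the fitted curve at half-maximal effect; plate controls were DMSO wells for no effect and full inhibition by NEM control for full effect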
#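 Cell-free coupled assay: 10nM USP2 core preincubated 30min RT with compound in Tris-HCl pH 8.0/CaCl2/CHAPS buffer, then 25nM Ub-CHOP2 and 25nM reporter substrate; fluorescence (Ex 485/Em 531) read after 60min RT, normalized to NEM inhibition, concentration-response curves fitted.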
# TSHR antag: antagonists of human thyroid stimulating hormone receptor | P16473 | TSHR-expressing cells, TSH-stimulated cAMP HTRF, 2 h; stronger effect = lower value | activity change, negative = inhibition, % at 11.5 µM | 330,000 tested, 0.2% active;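 active = activity change below a set negative limit, meaning inhibition stronger than a set level, cut at about -70% in these data; inconclusive = activity change between two set negative limits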; also: % is scaled to controls: 0 for no effect and ±100 for the full control effect
#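 Cell-based HTRF cAMP assay; TSHR cells + compound, TSH EC80 (4nM final), 2 h, 37 deg C. Lysis with anti-cAMP cryptate and cAMP-d2, 30 min RT, read 665/620 nm.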
# AT treatment: potential ataxia-telangiectasia treatment | […] A-T fibroblasts, KAP-1 phosphorylation AlphaLISA; neocarzinostatin DNA damage 30 min before lysis | AID 485349 | 320,000 tested, 0.19% active | Potency, µM (highest dose often 57.5 µM), for inactives: at the highest dose activation, hits mostly activators; also: potency is read from the fitted curve at half-maximal effect; % of control where 0% means no effect; nearly all actives have a fitted effect of over 45% in size
#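 ATM-like activity read as KAP-1 phosphorylation via AlphaLISA donor/acceptor antibody pairs after lysis and 6 hr at 25C. Cells were ATM-null patient fibroblasts ([…], hTERT), dosed 60 min, then exposed to the DSB inducer NCS for 30 min.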
# ELG1 DNA repair: inhibitors of ELG1-dependent DNA repair in HEK293T cells; HEK293T ELG1-luciferase reporter, luminescence, 16 h; DNA damage induced by 5-fluorouridine; Potency, µM (titrated, usually from 46.1 µM), without a hit: at the highest dose activity change, negative = inhibition, hits mostly inhibitors; 330,000 tested, 2.3% active; also: potency is read from the fitted curve at half-maximal effect; % is scaled to controls: 0 for no effect and ±100 for the full control effect; nearly all actives have a fitted effect of over 55% in size
#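 DMSO vehicle served as the neutral condition. Each well held 2,000 cells given 5-fluorouridine plus compound; after 16 hr at 37 °C/5% CO2, ONE-Glo was added and luciferase measured 30 min later.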
# Eya2 inh: blocks the phosphatase activity of human Eya2; recombinant Eya2, OMFP fluorescence dephosphorylation (OMFP is methylfluorescein phosphate); Potency, µM (top dose mostly 76.9 µM), inactives show at the top dose activity, negative = inhibition, hits mostly inhibitors; 330,000 tested, 0.006% active; AID 488837; also: potency is read from the fitted curve at half-maximal effect; % is scaled to controls: 0 for no effect and ±100 for the full control effect
#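 Eya2 (0.2 uM) preincubated 10 min at ambient with compound, then OMFP substrate added at 50 uM; 10 min reaction in 50 mM HEPES pH 7.5, 50 mM NaCl, 5 uM MgCl2, 0.05% BSA, 1 mM DTT. Fluorescence read at Ex 485/Em 525 nm.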
# TRPV1 ag: human TRPV1 agonism; AID 540275; TRPV1-expressing cells, Fluo-8 calcium influx, agonist mode; 320,000 tested, 0.19% active; activation, % at 8.33 µM; in the data active = activation above about 80%; inconclusive = between about 30% and that limit; also: 0% is about no effect
#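 Fluo-8 calcium influx in TRPV1-expressing cells, kinetic read (ex 480/em 520 nm). Compound added and read 3 min for agonist activity, followed by capsaicin at EC20 final and 2 min further read for enhancement.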
# Mito fusion act: blocks mitochondrial division or promotes mitochondrial fusion; 320,000 tested, 0.23% active; S. cerevisiae fusion-defective mutant growth rescue, CellTiterGlo 48 h; Potency, µM (series often up to 46.1 µM), for the others: at the top dose growth rescue (activation), usual class: activators;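 also: potency is read from the fitted curve at half-maximal effect; % of control where 0% means no effect; nearly all actives have a fitted effect of over 45% in size; temperature-sensitive fusion mutants such as fzo1-1 at 37 °C on non-fermentable ethanol glycerol medium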
#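 Read-out: ATP-based luminescence (CellTiterGlo, 10 min ambient) reporting growth of fusion-defective ts yeast after 48 hours at 37C on glycerol/ethanol YPEG medium in the presence of compound.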
# The depositor's hits bear a star; ? = inconclusive; · = not tested or not shown; [ ] = remark or other dose. Unless noted, calls follow the shape of the dose curve; as a rule, active = well fitted curve in the direction sought with a large enough effect; inconclusive = small, poorly fitted or top-dose-only effect, or another doubt; inactive = no such curve, though single readings can be large; an effect the other way counts as inactive or inconclusive. These rows are one share of the data; the hit share may differ from the screen's.
Compound	hERG WT inh	TCR act	KCNH2 3.1 inh	USP2a inh	TSHR antag	AT treatment	ELG1 DNA repair	Eya2 inh	TRPV1 ag	Mito fusion act
COc1ccc(NC(C)=O)cc1NS(=O)(=O)c1cn(C)c(=O)n(C)c1=O	-2	-2%	6	0%	12	-5%	9%	-26%	1	1%
Cc1cccc(-c2nnn(C/C(N)=N/O)n2)c1	-5	9%	22	13%	4	7%	?	6%	?	5%
O=C(O)CSc1nnc(-c2ccccc2Br)n1-c1cccc(C(F)(F)F)c1	-7	-5%	9	2%	-1	0%	-2%	10%	0	-1%
Cc1ccc(-n2c(C)nc3c(cnn3-c3ccc(F)cc3)c2=O)cc1	15	0%	11	0%	2	-1%	?	-2%	0	-2%
COc1cccc2c(=O)cc(C)n(CC(=O)Nc3cccc(C)c3)c12	·	5%	-11	-1%	-8	10%	?	4%	0	-2%
C#CCOCCOCCOCCNc1nc(N2CCN(C(=O)Cn3cc(CCCCN)nn3)CC2)nc(N2CCN(C(=O)[C@H](C)n3cc(CCCN=C(N)N)nn3)CC2)n1	·	·	·	1%	0	-7%	14%	-2%	-4	-2%
COc1ccc(OC)c(/C=C/C(=O)Nc2ccc(OC)nc2)c1	-8	-5%	11	-2%	11	-3%	-5%	-5%	?	-2%
COc1cc(/C=N\NC(=O)c2ccc(Cl)cc2)ccc1Oc1ccc([N+](=O)[O-])cn1	8	2%	-9	-7%	1	8%	?	-11%	1	0%
COC1CCN(C(=O)c2ccc(OC3CCN(Cc4ccccn4)CC3)cc2)CC1	0	-3%	-8	1%	19	0%	3%	-12%	1	-19%
CCOC(=O)CNC(=S)N1CCn2c(nc3ccccc32)C1	·	1%	4	1%	-2	1%	3%	8%	1	2%
Cc1cccn2c(/C=N/OCc3ccc(F)cc3)c(-c3ccc(Cl)cc3)nc12	-2	-7%	-6	0%	8	5%	3%	15%	-3	3%
O=C1OC(Cc2ccccn2)C(=O)C1=C1SCCS1 (stereo not drawn)	1	-13%[46.1 µM]	19	1%	20	-11%	?	-2%	-1	-3%
O=C(O)C1C2CCC(O2)C1C(=O)Nc1cnn(Cc2ccccc2)c1 (stereo not drawn)	1	·	-2	-1%	-3	2%	?	18%	1	-3%
O=S(=O)(c1cccc2nsnc12)N1CCN(C/C=C\c2ccccc2)CC1	-4	1%	-1	-4%	9	·	-13%	-30%	5	?
CCOC(=O)c1cnc2ccc(C)cc2c1OCc1cc(F)cc(F)c1	4	6%	-21	11%	26	1%	?	-12%	-6	-3%
N#Cc1ccccc1OCC(=O)Nc1ccccc1C(=O)NC1CC1	-12	5%	2	1%	6	7%	16%	5%	-2	-1%
CCCCC1S/C(=N/N=C/c2ccco2)NC1=O (stereo not drawn)	-2	-4%[46.1 µM]	-9	0%	3	-7%	11%	-1%	1	5%
Cc1ccc(S(=O)(=O)N2[C@@H](c3ccccc3F)C(C(=O)O)=CC[C@H]2c2ccc(C(C)C)cc2)cc1	-1	-2%	-1	-15%	-3	9%	2%	-18%	-5	4%
O=C(Nc1c(Cl)cc(Cl)cc1C(=O)NCCN1CCOCC1)c1cccc([N+](=O)[O-])c1	5	2%	-5	2%	1	0%	-6%	-9%	0	14%
CCOc1ccc(NC(=O)CN2CCN(c3ccccc3C)CC2)cc1S(=O)(=O)N1CCCC1	4	-3%	-1	-1%	-5	6%	-9%	1%	1	10%

# Six compounds already listed, arranged by the value under TSHR antag, falling:
molecule	TSHR antag
CCOC(=O)c1cnc2ccc(C)cc2c1OCc1cc(F)cc(F)c1	26
O=C1OC(Cc2ccccn2)C(=O)C1=C1SCCS1 (stereo not drawn)	20
Cc1cccn2c(/C=N/OCc3ccc(F)cc3)c(-c3ccc(Cl)cc3)nc12	8
N#Cc1ccccc1OCC(=O)Nc1ccccc1C(=O)NC1CC1	6
Cc1ccc(S(=O)(=O)N2[C@@H](c3ccccc3F)C(C(=O)O)=CC[C@H]2c2ccc(C(C)C)cc2)cc1	-3
CCOc1ccc(NC(=O)CN2CCN(c3ccccc3C)CC2)cc1S(=O)(=O)N1CCCC1	-5

# (listing goes on)
Compound	hERG WT inh	TCR act	KCNH2 3.1 inh	USP2a inh	TSHR antag	AT treatment	ELG1 DNA repair	Eya2 inh	TRPV1 ag	Mito fusion act
CC(C)c1ccc(/C=N/NC(=O)CN(c2cccc(Cl)c2Cl)S(C)(=O)=O)cc1	-4	-12%	-17	-9%	12	17%	-10%	-17%	-2	-7%
O=C(O)c1ccc(S(=O)(=O)c2ccc3c(c2)C(=O)N(c2ccc(Br)cc2)C3=O)cc1	9	0%	0	1%	-4	16%	-7%	7%	3	4%
CC(C)(C)c1cc(C(=O)N/N=C/c2ccc(F)cc2)n(-c2ccccc2)n1	-1	·	-6	1%	-4	-8%	-2%	-22%	3	-13%
CCOc1cc2c(cc1OCC)C(c1ccccc1)N(c1ccc(C(=O)O)cc1)C(=O)C2 (stereo not drawn)	6	2%	3	-6%	-10	-2%	33%	5%	2	-14%
CCCC(=O)NC(=S)Nc1ccccc1C(F)(F)F	1	-6%	4	·	·	·	·	·	15	-11%
COC(=O)c1cc2cc(NS(=O)(=O)c3ccc(C)cc3)ccc2s1	-13	7%[46.1 µM]	5	-11%	-24	3%	-14%	-24%	1	?
O=C(NCc1ccccc1F)C1CCC(=O)N(Cc2ccc(Cl)cc2)C1 (stereo not drawn)	0	-8%	14	4%	-6	-16%	2%	-6%	10	0%
Cn1c(SCC(=O)c2ccc(O)c(O)c2)nnc1-c1ccccc1	-1	-3%	4	1%	2	-14%	15%	-4%	-4	-14%
COc1ccc(S(=O)(=O)N(C)C)cc1NC(=O)[C@H](Cc1ccccc1)N1C(=O)c2ccccc2C1=O	12	-1%[46.1 µM]	2	-2%	1	1%	-11%	-11%	-2	3%
COc1ccc(CNC(=S)N2CCN(Cc3ccccc3)CC2)cc1	10	-3%	-16	-3%	4	-8%	-11%	-3%	17	-12%

# Compound profiles, from the list above.
# O=C(NCc1ccccc1F)C1CCC(=O)N(Cc2ccc(Cl)cc2)C1 (stereo not drawn) in the list: hERG WT inh = 0; TCR act = -8%; KCNH2 3.1 inh = 14; USP2a inh = 4%; TSHR antag = -6; AT treatment = -16%; ELG1 DNA repair = 2%; Eya2 inh = -6%; TRPV1 ag = 10; Mito fusion act = 0%
# CC(C)c1ccc(/C=N/NC(=O)CN(c2cccc(Cl)c2Cl)S(C)(=O)=O)cc1 in the list: hERG WT inh = -4; TCR act = -12%; KCNH2 3.1 inh = -17; USP2a inh = -9%; TSHR antag = 12; AT treatment = 17%; ELG1 DNA repair = -10%; Eya2 inh = -17%; TRPV1 ag = -2; Mito fusion act = -7%

# New compounds follow:
Compound	hERG WT inh	TCR act	KCNH2 3.1 inh	USP2a inh	TSHR antag	AT treatment	ELG1 DNA repair	Eya2 inh	TRPV1 ag	Mito fusion act
CCOc1ccc(NS(=O)(=O)N(C)C)cc1	-6	5%	0	1%	8	4%	21%	-20%	0	-5%
Cc1ccc(-n2nc3c(c2NC(=O)c2cc4ccccc4o2)CS(=O)(=O)C3)cc1	16	4%	1	3%	10	-1%	-2%	-9%	1	1%
C=CCn1c(SCC(=O)c2ccccc2)nnc1-c1cc2ccccc2o1	7	2%	-20	-1%	-10	0%	-2%	-11%	20	5%
CC(=O)Nc1ccccc1C(=O)C(=O)Nc1ccc(C(=O)N2CCOCC2)cc1	0	-2%	-4	1%	9	-1%	8%	-12%	-9	-1%
Cc1nn(-c2ccccc2)c2c1C(c1ccco1)C(C#N)=C(N)O2 (stereo not drawn)	0	-5%	-1	-2%	14	·	?	-2%	0	-11%
CC(=O)N1CCSc2ccc(S(=O)(=O)NCCc3ccc(C)cc3)cc21	-6	0%	-12	0%	-9	11%	?	7%	2	-3%
CC(C)(C)NC(=O)NC(=O)COC(=O)c1nc(-c2ccccc2)n(-c2cccc(C(F)(F)F)c2)n1	3	-3%[46.1 µM]	-5	-1%	1	-1%	9%	-22%	-2	-3%
C=CCN(c1ccc(F)cc1)S(=O)(=O)c1cc(C(=O)OCC(=O)N(C)C2CCS(=O)(=O)C2)ccc1Cl (stereo not drawn)	4	-1%	0	9%	6	-6%	4%	-12%	1	4%
Cc1ncc(/C=C2\C(=O)Nc3ccccc32)[nH]1	-1	6%	51	3%	21	-3%	?	0%	·	6%
Cc1ccnc(NCc2c(O)ccc3ccccc23)c1	-1	6%	23	1%	-18	0%	-11%	4%	?	3%
O=C(c1nc2ccccn2c1CN1CCCC(c2nc3ccccc3o2)C1)N1CCCC1 (stereo not drawn)	·	-3%	13	8%	-9	6%	-14%	-21%	0	0%
CCC(=O)N1CCc2cc(Br)cc(S(=O)(=O)N(C)c3ccc(OC)cc3OC)c21	-8	8%	6	-1%	-17	-5%	?	-2%	8	?
O=[N+]([O-])c1ccc(N=Cc2c(O)ccc3ccccc23)cc1	-4	6%	-1	1%	6	-8%	18%	-11%	-4	-2%
